SW480 rerep = A quantitative high throughput screen for small molecules that induce DNA re-replication in SW480 colon adenocarcinoma cells; SW480 DNA re-replication, Hoechst DNA content imaging, 48 h; Potency, µM (highest dose often 46.1 µM), without a hit: at the top dose re-replication activation, usual class: activators; 340,000 compounds, 1.8% hits; note: potency is the fitted concentration of half-maximal effect; % of control where 0% means no effect; nearly all actives have a fitted effect of over 55% in size
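Compounds, transferred as 23 nL by pin tool, were incubated with cells for 48 hr; DNA content per nucleus was then quantified by Hoechst staining and fluorescence plate imaging.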
KB-V1 cytotox = qHTS assay for MDR1-selective chemotherapeutics: Primary screen using the drug-selected MDR subline cells KB-V1 | KB-V1 MDR cells viability, CellTiter-Glo, 72 h | Potency, µM (series often up to 46.1 µM), for the others: top-dose activity change, negative = cytotoxicity, actives largely listed as cytotoxic | 400,000 compounds, 3.4% hits; note: potency is the fitted concentration of half-maximal effect; % is set by controls: 0 for no effect and ±100 for the full control effect; nearly all actives have a fitted effect of over 60% in size
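qHTS viability screen in drug-selected KB-V1 MDR cells: 72 h compound treatment at 37 degrees C, ATP luminescence end point.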
KB-3-1 tox = qHTS assay for MDR1-selective chemotherapeutics: Primary screen using the parental adenocarcinoma cell KB-3-1 | KB-3-1 viability, CellTiter-Glo ATP luminescence, 72 h | Potency, µM (top dose mostly 46.1 µM), without a hit: at the top dose activity change, negative = cytotoxic, hits mostly cytotoxic | 400,000 compounds, 1.4% hits | AID 1347075, 2019; note: potency is the fitted concentration of half-maximal effect; % is set by controls: 0 for no effect and ±100 for the full control effect; nearly all actives have a fitted effect of over 60% in size
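Multi-concentration cytotoxicity screen in KB-3-1 cells grown in DMEM lacking phenol red with 10% FBS. After 72 h at 37 °C with compound, ATP-dependent luminescence was recorded.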
DRD3 agonist = qHTS of D3 Dopamine Receptor Agonist: qHTS; D3R DiscoveRx beta-arrestin cells, luminescence, 90 min; max activation, %; 410,000 compounds, 0.58% hits; AID 652048, 2013; in the data active = max activation above about 30%; note: 0% is about no effect; mostly tested at two doses, the higher about 12 µM
Target sequence (P35462 whole entry, looked up): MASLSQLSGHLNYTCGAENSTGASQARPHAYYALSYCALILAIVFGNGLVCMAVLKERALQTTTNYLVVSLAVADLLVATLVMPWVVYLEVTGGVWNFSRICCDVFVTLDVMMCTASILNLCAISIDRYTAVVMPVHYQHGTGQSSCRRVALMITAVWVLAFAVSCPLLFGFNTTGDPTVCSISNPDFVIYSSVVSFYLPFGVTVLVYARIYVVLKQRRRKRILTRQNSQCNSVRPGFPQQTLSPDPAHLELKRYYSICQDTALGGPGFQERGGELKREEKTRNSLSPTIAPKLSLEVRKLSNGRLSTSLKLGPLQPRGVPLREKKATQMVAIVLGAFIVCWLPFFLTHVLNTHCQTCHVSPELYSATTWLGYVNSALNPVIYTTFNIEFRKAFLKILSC
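Agonist mode: compounds and dopamine controls were applied to plated cells for 90 min at 37 degrees C after an overnight attachment at 1500 cells/well. Luminescent read-out followed 30 - 60 minutes at room temperature with DiscoveRx detection reagent.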
IL1B secr inh = qHTS for Inhibitors of Inflammasome Signaling: IL-1-beta AlphaLISA Primary Screen. activity change, % at 57.5 µM. 360,000 compounds, 4.7% hits. THP-1 LPS/ATP IL-1B secretion, AlphaLISA, 16 h; active compounds read low; in the data active = activity change below about -50%; inconclusive = mostly about -30% to -49%; note: % is set by controls: 0 for no effect and ±100 for the full control effect
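Secreted IL-1B measured by AlphaLISA bead assay after 16 h compound exposure of THP-1 cells; compounds (final up to 57.5 uM) added 1 h before LPS (250 ng/mL) and ATP (1.25 mM) stimulation; lower signal means less secretion.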
HT1080NT lethal = qHTS for induction of synthetic lethality in tumor cells producing 2HG: qHTS for the HT-1080-NT fibrosarcoma cell line. HT-1080-NT fibrosarcoma viability, CellTiter-Glo ATP luminescence, 48 h. Potency, µM (highest dose often 46.1 µM), inactives show top-dose activity, negative = less viability, actives largely listed as cytotoxic. 360,000 compounds, 1.6% hits. AID 686970, 2013;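 note: NT is the 2HG producing partner of a matched IDH1 knockdown line; potency is the fitted concentration of half-maximal effect; 0% = DMSO-treated cells and -100% = media-only wells without cells; nearly all actives have a fitted effect of over 55% in size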
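Compounds were tested in concentration-response format on HT-1080-NT cells for 48 hours at 37 degrees C. Cell viability came from CellTiter-Glo luminescence; curves were classified by r2, response magnitude and activity.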
HT1080 IDH1KD tx = qHTS for induction of synthetic lethality in tumor cells producing 2HG: qHTS for the HT-1080-IDH1KD cell line; Potency, µM (doses to about 46.1 µM), inactives show at the highest dose activity, negative = toxicity, most hits filed as cytotoxic; AID 686971, 2013; 360,000 compounds, 2% hits; HT-1080 IDH1 knockdown viability, ATP luminescence, 48 h;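 note: potency is the fitted concentration of half-maximal effect; 0% = DMSO wells and -100% = cell-free medium wells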
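Viability of IDH1-knockdown HT-1080 fibrosarcoma cells was assessed by CellTiter-Glo after 48 h at 37 °C with titrated compound; concentration-effect curves were classified by fit quality and response size.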
HEK293 tox = qHTS of GLP-1 Receptor Inverse Agonists: Cytotox Screen; HEK293 cAMP-luciferase reporter cells, luminescence, 24 h; 410,000 compounds, 0.13% hits; Potency, µM (series often up to 38.3 µM), without a hit: at the top dose activity change, negative = inhibition, hits mostly inhibitors; AID 624418, 2012;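 note: loss of luciferase light is scored as toxicity; potency is the fitted concentration of half-maximal effect; % is set by controls: 0 for no effect and ±100 for the full control effect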
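1536-well qHTS counterscreen of the MLSMR; 200 cells/uL, 12 h pre-incubation, 23 nL cpd, 24 h at 37 deg C 5% CO2, luciferase detection reagent, 12 min RT, luminescence. Inhibition = undesired.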
MCF10A rerep = A quantitative high throughput screen for small molecules that induce DNA re-replication in MCF 10a normal breast cells. MCF 10A DNA re-replication, Hoechst nuclear intensity, 48 h. Potency, µM (top dose mostly 46.1 µM), inactives show at the highest dose activity, positive = re-replication, actives largely listed as activators. 350,000 compounds, 2.9% hits. AID 624296, 2012; note: potency is the fitted concentration of half-maximal effect; % of control where 0% means no effect; nearly all actives have a fitted effect of over 50% in size
* hit, by the source's call; ? = inconclusive; . = no result given; & = joins results of further samples; [ ] = dose if it differs, or a comment. Unless noted, calls come from the whole dose curve; as a rule, active = well fitted curve in the direction sought with a large enough effect; inconclusive = small, poorly fitted or top-dose-only effect, or another doubt; inactive = no such curve, though single readings can be large; an effect the other way counts as inactive or inconclusive.

SMILES	SW480 rerep	KB-V1 cytotox	KB-3-1 tox	DRD3 agonist	IL1B secr inh	HT1080NT lethal	HT1080 IDH1KD tx	HEK293 tox	MCF10A rerep
COc1cc(C2NC(=O)NC(C)=C2C(=O)Nc2cc(C)cc(C)c2)ccc1O (configuration not stated)	.	15%	22%	4	.	.	.	0%	.
Cc1occc1C(=O)NC1CCCN(Cc2ccc(CC(C)C)cc2)C1 (configuration not stated)	18%	-15%	?	-17	-24	?	-20%	-20%	?
N#Cc1ccc(C23CC4(C2)[C@H](CN(Cc2ccc(-c5ccccc5)cc2)[C@@H]4c2ccccc2)C3c2ccc(Cl)nc2)cc1 (some centres not stated)	3%[9.22 µM]	9%	7%	7	23	-2%	3%	1%	2%
CCCC(C(=O)NCc1ccco1)N(C(=O)CNS(=O)(=O)c1ccc(Cl)cc1)C1CCCC1 (configuration not stated)	-2%	4%	-7%	2	-10	6%	-2%	-8%	2%
CSC1=NCCN1C(=O)Cc1ccc(-c2ccccc2)cc1	-12%	?	-3%	2	-4	0%	-4%	10%	-4%
O=C1NC[C@H](Cc2ccc(O)cc2)N(CCc2cccc3ccccc23)C1=O	-5%	23%	-4%	-4	-7	4%	6%	0%	-1%
O=C(CN(CC1CCCO1)C(=O)CNS(=O)(=O)c1ccc(Cl)cc1)NCCc1ccccc1 (configuration not stated)	1%	6%	0%	2	-20	-7%[9.24 µM]	6%	9%	23%
Cc1ccc(CCNC(=O)CN2C(=O)COc3ccc(S(=O)(=O)N4CCC(C)CC4)cc32)cc1	-5%	2%	13%	3&-10	0	-7%	-5%	-13%&-17%	1%
Cc1ccc(NC(=O)NCc2c(C)nn(C)c2C)cc1Cl	-4%	?	1%	5	21	1%	-8%	2%[0.307 µM]	6%
CCC(OC(=O)C(CC(C)C)NC(=O)c1ccccc1)C(=O)Nc1nnc(C)s1 (configuration not stated)	?	7%	0%	6	17	18%	0%	4%	70%
CCCCOc1ccc(C(=O)OCC(=O)N2CCCCCC2)cc1	5%	0%	-16%	-9	-6	-8%	-22%	-7%	4%
CCCCCn1c(C(C)NC(=O)CCC)nc2ccccc21 (configuration not stated)	-1%	8%	3%	1	25	-9%	2%	1%	0%
O=C(OCCc1ccccn1)c1cccc([N+](=O)[O-])c1	-10%	3%	-4%	-9	22	-3%	7%	4%	-2%
Cc1ccc(S(=O)(=O)NCCC(=O)Nc2ccc(C)cc2C(=O)c2ccccc2)cc1	-5%	-26%	-13%	-2	-9	-7%	-8%	12%	2%
NC(=S)Cc1ccccc1Cl	18µM*	2%	-4%	-2	-3	0%	-1%	13%	0%
COC(=O)[C@H](CCSC)NC(=O)N1CCN(c2cccc(C(F)(F)F)c2)CC1	6%	0%	-13%	-49	1	1%	0%	12%	27%
CC1(C)N=C(SCC(=O)Nc2ccc(Cl)cc2)C(c2ccccc2)=N1	4%	?	-6%	-2	-87*	-3%	-17%	-11%	7%
Cc1cccc(N2CCN(C(c3ccccc3)c3nnc(-c4ccccc4Cl)o3)CC2)c1C (configuration not stated)	.	-13%	-16%	3	.	.	.	0%	.
Cc1ccc(C)c(Nc2ncnc3onc(C)c23)c1	.	13%	-3%	5	.	.	.	0%	.
CCOC(=O)Cc1csc(Nc2c(C)n(C)n(-c3ccccc3)c2=O)n1	-9%	7%	2%	0	25	1%	0%[9.24 µM]	2%	-8%
O=C(CN1CCOCC1)N/N=C/c1ccc(-c2cccc(Cl)c2Cl)o1	-93%[inhibitor]	-25%	-7%	3	-6	?	-4%	-6%	-4%
O=C(Cc1ccc(Br)cc1)Nc1ccc(S(=O)(=O)NCC2CCCO2)cc1 (configuration not stated)	-4%	5%	-15%	5	-14	-20%	-11%	20%	-3%
CC(=O)c1ccc(OCc2cc(C(=O)NC(C)Cc3ccccn3)no2)cc1 (configuration not stated)	-1%	-6%	23%	-2	57	-2%	6%	2%	1%
CCCC1NC(=O)c2cc3ccccc3cc2-n2c1nc1ccc(F)cc1c2=O (configuration not stated)	.	?	?	-6	-6	-1%	-5%	11%	.
CCN1C(=O)/C(=C\N(C(C)=O)c2ccccc2)OC1=S	-5%	-5%	0%	-13	-19	?	?	-17%	4%
COc1ccc(NC(=O)C2CC(=O)N(Cc3ccc(C)cc3)C2)cc1S(=O)(=O)N1CCCCC1 (configuration not stated)	-19%	-10%	-25%	-25	0	2%	0%	7%	13%
CN(CC(=O)Nc1ccccc1Cl)C(=O)c1cccc(-n2cccc2)c1	-2%	-3%	-4%	-2	-1	0%	-15%	8%	3%
O=[N+]([O-])c1ccc(OS(=O)(=O)Cc2ccccc2)cc1	0%	0%	8%	-5	-6	6%	26%	-3%	0%
Cc1ccc(-c2cc(C(=O)N/N=C/c3c[nH]c4ccccc34)n[nH]2)o1	3.7µM*	-10%	1%	-5	-23	-19%	-5%	?	6%
Cc1c(N=C/C=C/c2ccccc2)c(=O)n(-c2ccccc2)n1C	-11%	-3%	3%	-5	-14	3%	-5%	-9%	4%
CSc1c(CC(=O)Nc2ccccc2)n(Cc2ccccc2)c2ccccc12	3%	-19%	-4%	1	6	-26%	-30%	-14%	?
O=C1/C(=C/c2ccc(N3CCCC3)cc2)NC(=S)N1C1CC1	-3%	2%	-6%	-7	-77*	6.3µM*	7.9µM*	-2%	-5%
COc1cc(OC)cc(C(=O)NNC(=O)c2ccc3c(c2)OCCO3)c1	0%	.	.	6	-3	-2%	7%	?	-10%
CCOc1ccc(OCC(=O)N2CCN(S(=O)(=O)c3ccccc3)CC2)cc1	.	?	3%	-1	-26	8%	3%	-15%	.
COC(=O)N1N=C(c2ccccc2)CC1(O)C(F)(F)F (configuration not stated)	2%	6%	-2%	-26	10	-3%	4%	28%	-9%
CN1CCN(C2Cc3ccc(F)cc3Sc3cc(F)c(Cl)cc32)CC1 (configuration not stated)	?	-81%	?	-21	-97*	26µM*	?	?	?
C=CCC1(CC=C)CCCN1C(=O)Cn1nnnc1CN(C)C(C)C	-6%	-10%	-18%	6	33	2%	1%	1%	15%
Cc1oc2cc3oc(=O)c(CCC(=O)N(C)CC(=O)O)c(C)c3cc2c1C	-5%	0%	-2%	3	-5	9%	4%	-1%	0%
O=C(CCC(=O)N1CCCCC1)Nc1nnc(C2CCCCC2)s1	-23%	1%	-5%	0	40	7%	6%	-2%	?
Cc1cccc(CSc2ncnc3ccccc23)c1	-3%	-19%	25%	-5	1	-12%	?	-3%	17%

In a second layout: results already given
SMILES,SW480 rerep,KB-V1 cytotox,KB-3-1 tox,DRD3 agonist,IL1B secr inh,HT1080NT lethal,HT1080 IDH1KD tx,HEK293 tox,MCF10A rerep
COc1cc(C2NC(=O)NC(C)=C2C(=O)Nc2cc(C)cc(C)c2)ccc1O (configuration not stated),.,15%,22%,4,.,.,.,0%,.
Cc1occc1C(=O)NC1CCCN(Cc2ccc(CC(C)C)cc2)C1 (configuration not stated),18%,-15%,?,-17,-24,?,-20%,-20%,?
N#Cc1ccc(C23CC4(C2)[C@H](CN(Cc2ccc(-c5ccccc5)cc2)[C@@H]4c2ccccc2)C3c2ccc(Cl)nc2)cc1 (some centres not stated),3%[9.22 µM],9%,7%,7,23,-2%,3%,1%,2%
CCCC(C(=O)NCc1ccco1)N(C(=O)CNS(=O)(=O)c1ccc(Cl)cc1)C1CCCC1 (configuration not stated),-2%,4%,-7%,2,-10,6%,-2%,-8%,2%

Next part.
SMILES	SW480 rerep	KB-V1 cytotox	KB-3-1 tox	DRD3 agonist	IL1B secr inh	HT1080NT lethal	HT1080 IDH1KD tx	HEK293 tox	MCF10A rerep
CCOCCCNC(=O)C(c1ccc(C)cc1)N(Cc1cccs1)C(=O)CNC(C)=O (configuration not stated)	5%	-3%	19%	5	-1	2%	0%	-2%	4%
COC(=O)c1ccccc1Oc1ccc(NC(=O)C(C)(C)CCl)cc1	0%	-16%	10%	3	0	15%	17%	13%	-4%
CCOc1ccc(S(=O)(=O)N2CCN(c3ccccc3OC)CC2)c2cccnc12	-15%	-14%	0%	8	2	-7%	-18%	-5%	-9%
COC(=O)c1ccc(-c2ccc(Cl)cc2)nc1C	7%	-12%	-3%	-7	0	18%	13%	-15%	-6%
COc1cc(C(=O)Oc2ccc3c(c2)OCC3=O)cc(OC)c1OC	0%	15%	-1%	-2	29	-5%	2%	0%	1%
C1CCc2c(nc3nnnn3c2NC2CCCC2)C1	-9%	2%	-7%	2	14	8%	5%	-10%	4%
CCCCN(CCCC)C(=O)CSc1nnc2n(C)c(=O)c3c4c(sc3n12)CCCC4	1%	23µM*	?	-10	9	-5%	-5%	-4%	-10%
O=C1Nc2ccccc2N(C(=O)c2ccc(-c3ccccc3)cc2)C1c1nc2ccccc2[nH]1 (configuration not stated)	.	?	?	-3	21	?	16µM*	5%	.
Cc1cccc(C)c1NC(=O)CSc1ccc([N+](=O)[O-])cn1	-14%	-2%	-1%	-7	-11	7%	1%	6%	-3%
CC(C)(C)OC(=O)N1CCCN(C(=O)c2ccc(Cl)cc2)CC1	-4%	3%	15%	7	9	14%	14%	-9%	?
CCN(Cc1ccncc1)Cc1cn[nH]c1-c1ccc(OC)cc1F	-1%	-26%	-2%	13	12	1%	-8%	9%	8%
CC(C)NC(=O)Cn1c(SCC(=O)N2CCCCCC2)nc2ccccc21	-6%	15µM*	8%	-2	-3	3%	-22%	-1%	-5%
O=S(=O)(NCCC1=CCCCC1)c1c(Cl)cccc1Cl	-5%	?	?	3	-8	-4%	-6%	22%	?
CC(=O)Nc1ccc(S(=O)(=O)NCc2nnnn2-c2ccc(F)cc2)cc1	-3%	16%	-1%	6	9	6%	5%	-3%	-2%
